PV pol inh = inhibitors of poliovirus RNA polymerase binding and polymerization. poliovirus polymerase elongation, fluorescence polarization; stronger effect = lower value. hit rate 0.66% among 150,000. AID 588519. % elongation, % (compound at 16.7 µg/mL). P03300; in the data active = % elongation below about 90%; note: some results filed as inactive read as strong as hits
Target sequence (P03300 1749-2209 limits assumed): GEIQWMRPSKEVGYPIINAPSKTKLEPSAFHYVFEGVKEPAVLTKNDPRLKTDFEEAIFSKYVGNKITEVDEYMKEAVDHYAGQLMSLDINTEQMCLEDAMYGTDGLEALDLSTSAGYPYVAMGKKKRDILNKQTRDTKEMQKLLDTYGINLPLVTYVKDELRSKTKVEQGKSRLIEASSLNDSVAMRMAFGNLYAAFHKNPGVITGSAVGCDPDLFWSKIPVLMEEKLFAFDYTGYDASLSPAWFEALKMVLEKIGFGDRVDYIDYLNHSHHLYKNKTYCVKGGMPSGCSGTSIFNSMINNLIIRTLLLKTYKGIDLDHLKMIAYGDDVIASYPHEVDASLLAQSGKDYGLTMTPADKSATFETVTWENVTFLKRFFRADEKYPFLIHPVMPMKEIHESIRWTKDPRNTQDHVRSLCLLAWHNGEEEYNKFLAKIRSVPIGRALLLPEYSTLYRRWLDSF
PV pol inh FP z-score = also measured in PV pol inh; calls as there; z-score; measured here: FP z-score; hits read low
Numbers without * were called inactive.

SMILES	PV pol inh	PV pol inh FP z-score
COc1ccc(NC(=O)CN(c2ccc(C)cc2)S(=O)(=O)c2cccs2)cc1OC	103.0	-1.1
CCCS(=O)(=O)Nc1cccc(-c2cn3c(n2)SCC3)c1	106.0	1.2
CS(=O)(=O)N1CCC(C(=O)NCCN2CCCCCC2)CC1	103.0	0.7
CS(=O)(=O)C1=NN2C(=N)/C(=C\c3ccco3)C(=O)N=C2S1	103.0	0.2
COc1ccc(NC(=O)Cn2nc3c(cc2=O)CCCC3)cc1Cl	100.0	-1.7
O=S(=O)(c1ccc(F)cc1)N(Cc1nc(-c2ccc(Cl)cc2)no1)C1CCCCC1	107.0	-0.2
COC(=O)c1ccc(S(=O)(=O)NC(C)(C)C)n1C	101.0	-0.5
Cc1cc(SCC(=O)NC2CCS(=O)(=O)C2)nc2ccccc12 (configuration not stated)	103.0	0.2
COc1ccc(NC(=O)CC2SC(=Nc3ccccc3)N(c3ccccc3)C2=O)cc1 (configuration not stated)	103.0	0.3
Cc1c(C(=O)N2CCN(c3ccccc3)CC2)sc2nc[nH]c(=O)c12	103.0	1
CCOc1ccc(CCNC(=O)CCCc2nnc3n(CC)c(=O)c4sccc4n23)cc1	110.0	-0.5
Cc1ccc(NS(=O)(=O)c2ccc(-c3cc(C)no3)cc2)c(C)c1	109.0	0.3
C/C1=C\C(O)C(C(C)C)C(O)C/C(C)=C/CC1 (configuration not stated)	106.0	0.3
c1ccc(-c2nc(Cc3nc4ccccc4[nH]3)no2)cc1	102.0	-0.3
Cc1ccc2nc(COC(=O)C3CCN(c4ccc(C(F)(F)F)cn4)CC3)cc(=O)n2c1	102.0	0
O=C(Nc1cccc(-c2ccc(N3CCCC3)nn2)c1)c1ccccc1	105.0	0.3
C=CCn1c(SCC(=O)NC(=O)C2COc3ccccc3O2)nnc1-c1ccccc1 (configuration not stated)	104.0	0.3
CN(C)c1ccc(/C=C2\CCCC3C2=NN(C(=O)c2ccco2)C3c2ccc(N(C)C)cc2)cc1 (configuration not stated)	104.0	0.7
O=C(CCN1C(=O)c2ccccc2C1=O)NCc1ccco1	101.0	-0.3
CCOc1cc(C2=NS(=O)(=O)c3ccccc3N2)cc(OCC)c1OCC	100.0	-0.8
COP1(=S)/C(=C2/N(C)c3ccccc3C2(C)C)C=NN1C (configuration not stated)	70.0*	-2.5*
COCc1cc(C)nc2sc(C(=O)Nc3ccccc3O)c(N)c12	110.0	0.7
COc1ccccc1CN(Cc1cccs1)C(=O)C1CCCN1C(=O)c1cccs1 (configuration not stated)	100.0	-0.6
CCC1C(=O)C(C)(C)C(=O)OC1c1ccc(Cl)cc1 (configuration not stated)	100.0	-0.1
O=C1CCCc2cc(S(=O)(=O)N3CCCC3=O)ccc2N1	101.0	0.3
CC(Sc1nnc(COc2ccccc2)n1C)C(=O)Nc1nccs1 (configuration not stated)	100.0	-0.6
Cc1ccc(NC(=S)Nc2cccnc2)c(S(=O)(=O)N2CCOCC2)c1	100.0	-0.2
O=C(/C=C/c1ccccc1)Nc1cc2c(ccc3ccccc32)oc1=O	103.0	0.4
O=C(Oc1ccc(N(Cc2ccco2)C2=NS(=O)(=O)c3ccccc32)cc1)c1ccco1	102.0	-0.1
NC(=O)CSc1nnc(Cc2cccs2)n1C1CCCCC1	104.0	0.1
CCCCN(C)S(=O)(=O)c1ccc2c(c1)OCCN2C(C)=O	104.0	0.2
CC(C)CC(=O)NC1(C(F)(F)F)NC(=O)N(CC(C)C)C1=O (configuration not stated)	101.0	0.2
O=C(O)/C(=C\c1cccs1)c1ccccc1	97.0	-0.8
COc1cc(/C=N/O)cc(OC)c1OC	100.0	-0.3
Cc1cc(C(F)F)n2nc(C(=O)Nc3ccc(C)c(C)c3)nc2n1	103.0	0.5
NCCCc1ccccc1Cl	104.0	0.7
Cc1cc(C)c2nc(NC(=O)c3ccc(C#N)cc3)sc2c1	99.0	-0.5
CN(Cc1cccs1)C(=S)SCc1cccs1	105.0	0.2
CCOc1ccc(CCNC(=O)Nc2ccc(C)c(C)c2)cc1OCC	100.0	-0.3
Cc1ccc(C(C)(C)C)cc1S(N)(=O)=O	99.0	-1.6
CCN(c1ccccc1)S(=O)(=O)c1ccc2[nH]cc(C(=O)NCCOC)c(=O)c2c1	100.0	-0.2
CCOc1ccc(-n2nc3cc(C)c(NC(=O)c4ccc(Br)o4)cc3n2)cc1	100.0	-0.1
NC(=O)c1ccccc1OCc1nnc(-c2ccccc2Br)o1	99.0	0.2
CC(C)C(=O)Nc1ccc(C(=O)O)cc1	100.0	0.1
CC(C)CC(=O)Nc1nnc2n1CCS2	105.0	-0.7
CN(Cc1nc(-c2ccccc2)no1)C(=O)Nc1ccccc1	104.0	0.8
CCOC(=O)N1CCN(C(=O)CCn2c(=S)[nH]c3cc(OCC)c(OCC)cc3c2=O)CC1	101.0	0
O=C(Cc1cccc(C(F)(F)F)c1)OCN1C(=O)c2ccccc2C1=O	99.0	-0.4
COCc1nnc(NC(=O)C2CCN(C(=O)c3ccco3)CC2)s1	93.0	-2.7
COC(=O)C1=NOC2C(=O)N(c3ccc(C)cc3)C(=O)C12 (configuration not stated)	99.0	-0.3
O=C(CN1CCN(S(=O)(=O)c2ccc3c(c2)OCCCO3)CC1)N1CCCc2ccccc21	102.0	-0.1
O=c1c2cc3c(=O)n(-c4ccccn4)c(=O)c3cc2c(=O)n1-c1ccccn1	100.0	0.1
C=CCn1cnc2c(c1=O)c1nc3ccccc3nc1n2CCC1=CCCCC1	108.0	0.2
CN1N=C(c2ccccc2)NN(C)P1(=S)c1ccccc1 (configuration not stated)	103.0	0.3
CCCCOc1ccccc1C1CC(=O)Nc2ccc3ccccc3c21 (configuration not stated)	113.0	1.8
Nc1ccc(CCC(=O)NC2CC2)cc1	107.0	2.5
Cc1ccc(C)c(NC(=O)CN2C(=O)c3cccnc3Oc3ccc(C)cc32)c1	101.0	-1
CC(C)OCCCNC(=O)c1cc2c(-c3ccc(Cl)cc3)nn(C)c2s1	104.0	-0.1
c1nc(Nc2ccc3c(c2)OCO3)c2c3c(sc2n1)CCC3	106.0	0.5
O=C(COC(=O)c1ccc2ccccc2n1)NC1CCCC1	96.0	-0.5

Next section
SMILES	PV pol inh	PV pol inh FP z-score
Cc1cccc(N2CCN(C(=O)c3cc4c(=O)n(C)c5ccccc5c4s3)CC2C)c1 (configuration not stated)	105.0	0.2
CCN(CC)c1ccc(NC(=O)CN(C)Cc2cccs2)cc1	105.0	0.4
O=C(O)c1cccc2cc[nH]c12	101.0	-0.2
O=C(O)C1CCN(C(=O)CSc2ncc(C(F)(F)F)cc2Cl)CC1	101.0	-0.3
COc1ccc(CN2C(=O)CN(C)C2=S)cc1	101.0	-0.2
O=C(COn1nnc2ccc(Cl)cc21)NCc1ccco1	102.0	0.3
CC(C)(C)NC(=S)Nc1cc(C(F)(F)F)cc(C(F)(F)F)c1	107.0	0.2
O=C(CCCc1c[nH]c2ccccc12)Nc1ccccc1N1CCOCC1	109.0	0.8
CC(Oc1ccccc1C(C)C)C(=O)O (configuration not stated)	102.0	0.2
CCOC(=O)C1C(=O)C=C(c2ccco2)CC1c1ccc(OC)cc1 (configuration not stated)	97.0	-0.4
COc1ccc(S(=O)(=O)c2c(Nc3cccc(C)c3C)sc(C(=O)c3ccccc3)c2N)cc1	107.0	0.2
Cc1cc(C)n(CCC(=O)Nc2ccc(Cl)cc2)n1	106.0	0
Cc1ccc(Cn2c(CN3CCC(C(=O)NCC(C)c4ccccc4)CC3)cc3ccccc32)cc1 (configuration not stated)	115.0	2
CC1CCCCN1c1ncccc1C(=O)NC1CCCC1 (configuration not stated)	103.0	0.4
N#Cc1ccc(C(=O)OCc2ccccc2)cc1	102.0	0.1
Cc1ccc(OCNC(=O)N2CCOCC2)cc1	103.0	0.4
Cc1ccccc1NC(=O)CSc1ncn[nH]1	104.0	0.2
COc1ccc(N2CCN(C(=O)CN3CCN(S(=O)(=O)c4ccc(C(C)(C)C)cc4)CC3)CC2)cc1	104.0	0.1
CCOCCCNC(=O)c1[nH]c2cc(OC)ccc2c1Sc1ccccc1	104.0	-0.7
CC(C)(Oc1ccc(Cl)cc1)C(=O)Nc1ccc(-c2nc3ncccc3o2)cc1	104.0	0.1
O=C(CSC1=Nc2ccccc2N=C(c2ccc(F)cc2)C1)Nc1cc(F)ccc1F	112.0	1.2
CC(=O)N1CCCc2cc(S(=O)(=O)N(C)CC(=O)Nc3ccc(F)cc3Cl)ccc21	105.0	-0.4
Cc1ccc(NC(=O)C2CC(=O)N=C(N)S2)cc1C (configuration not stated)	102.0	0.3
CC(C)c1ccc(Nc2nn3c(=O)c4ccccc4nc3s2)cc1	100.0	-0.2
N#Cc1ccc(C2C3=C(CCCC3=O)NC3=C2C(=O)CCC3)cc1	102.0	0.4
Cc1nc(S/C(=C/c2ccc(-c3ccc(Cl)cc3)o2)C(=O)O)n[nH]1	102.0	-0.3
O=C(/C=N/O)NCCN1CCCCC1	103.0	0.3
CN(c1cccc(NS(C)(=O)=O)c1)S(C)(=O)=O	100.0	-0.3
Cc1nc2ccccc2nc1CSc1nncs1	99.0	-0.5
Cc1ccc(S(=O)(=O)c2cn(CC(=O)Nc3ccc4c(c3)OCO4)c3ccccc3c2=O)cc1	111.0	0.9
O=S(=O)(NCCS(=O)(=O)N1CCN(c2cccc(Cl)c2)CC1)c1ccc(F)cc1	107.0	0.1
O=C(CSc1nc2ccccc2nc1Cc1ccccc1F)Nc1cccc(C(F)(F)F)c1	111.0	1
CCC(=O)Oc1c(Sc2ccc(C)cc2)c(C)nn1-c1ccccc1	105.0	0
CN(C)c1ccc(-c2nc(-c3cccs3)c(-c3cccs3)[nH]2)cc1	102.0	-1
CN1CCN(Cc2c(O)ccc3cc(-c4ccccc4)c(=O)oc23)CC1	105.0	-0.5
CCCN(C(=O)[C@H]1[C@@H]2C[C@@H]3[C@H]1C(=O)O[C@@H]3C2)c1ccccc1F	103.0	0.2
c1c2c(cc3c1OCO3)OCN(CC13CC4CC(CC(C4)C1)C3)C2	102.0	0.2
CCCNC(=O)C1CC(c2ccc(OC)cc2)=NO1 (configuration not stated)	103.0	0.5
COc1ccccc1-c1nnc(SCC(=O)C(C)(C)C)n1Cc1ccco1	106.0	0.3
COC(=O)CCc1[nH]c2ccccc2c1Sc1ccccc1	103.0	0
Cc1ccc(C)c(NCN2C(=O)CSC2=O)c1	100.0	0
Cc1cccc(C(=O)C2CCN(S(=O)(=O)c3ccc(C(=O)O)cc3)CC2)c1	103.0	0.5
COc1cc(OC)cc(-c2nnc(SCC(=O)N=c3sccn3Cc3ccc(C)cc3)o2)c1	104.0	0.2
O=C(NCc1ccc(-c2csnn2)cc1)c1cc(Cl)cc(Cl)c1	104.0	0.1
O=C(COc1ccccc1)N/N=C/c1ccccc1	104.0	0.5
COc1cccc(NC(=O)CSc2ncnc3ccccc23)c1	101.0	-0.2
COc1ccc(NC(=O)CN(C)c2nc3cc(C)nn3c3ccccc23)cc1	100.0	-0.1
Cc1cc(C)cc(NC(=O)CSc2oc(-c3ccccc3)nc2S(=O)(=O)c2ccccc2)c1	101.0	-1.2
CN(C)S(=O)(=O)c1ccc(N2CCCC2)c(C(=O)OCn2nnc3ccccc3c2=O)c1	98.0	-0.2
CCN(C(=O)Cn1cc(C(=O)c2cccs2)c2ccccc21)c1ccccc1	99.0	-0.4
COc1cccc(CN(Cc2nnnn2C2CCCCC2)CC2CCCO2)c1 (configuration not stated)	99.0	-0.8
COCCCNC(=O)C1CCN(c2cc(C)nc3c(-c4ccc(OC)c(OC)c4)c(C)nn23)CC1	109.0	1.3
Cc1ccc(N(CC(=O)NCCc2ccc(Cl)cc2)S(=O)(=O)N(C)C)cc1	108.0	1.2
Cn1c2c(c(=O)n(C)c1=O)C(c1ccccc1)C(C#N)=C(N)O2 (configuration not stated)	85.0*	-2.2*
COc1cccc(N=CC2=C3N(CCC2)c2ccccc2C3(C)C)c1	98.0	-0.6
O=C(Nc1ccccc1N1CCOCC1)c1cc(C2CC2)nn1-c1ccccc1	99.0	-0.4
CCCCSCCCNC(=O)c1cn(C)c2ccc(S(=O)(=O)N3CCCC3)cc2c1=O	98.0	-1.2
Cc1ccc2c(CC(=O)O)coc2c1	101.0	-0.3
CCOC(=O)c1ccc(NC(=S)NC2CCS(=O)(=O)C2)cc1 (configuration not stated)	107.0	0.8
CCC1=Nc2cc(C(=O)NCc3ccc(C)cc3)ccc2Sc2ccc(C)cc21	106.0	0

The list continues.
SMILES	PV pol inh	PV pol inh FP z-score
CC(C)(C)C(=O)Nc1noc2ccccc12	107.0	1.2
O=C(CSc1ncnc2c1oc1ccccc12)c1ccc(Cl)cc1	101.0	0.3
CC(=O)N1CCc2cc(NC(=S)NCc3cccs3)ccc21	107.0	0.6
COc1ccc(C(CNC(=O)COc2ccccc2)N2CCCCC2)cc1 (configuration not stated)	100.0	-0.3
Cc1ccc(NC(=O)C2CCN(C(=O)c3sc4nc[nH]c(=O)c4c3C)CC2)cc1F	108.0	0.2
O=C(CCc1cn(Cc2ccccc2F)c2ccccc12)NCc1ccc(Cl)cc1	104.0	-0.5
Cc1ccc(S(=O)(=O)N(CC(=O)Nc2ccc(Cl)cc2Cl)c2ccccc2C)cc1	105.0	0.3

Of the compounds above, these have a COOH group.
SMILES	PV pol inh	PV pol inh FP z-score
O=C(O)/C(=C\c1cccs1)c1ccccc1	97.0	-0.8
CC(C)C(=O)Nc1ccc(C(=O)O)cc1	100.0	0.1
O=C(O)c1cccc2cc[nH]c12	101.0	-0.2
O=C(O)C1CCN(C(=O)CSc2ncc(C(F)(F)F)cc2Cl)CC1	101.0	-0.3
CC(Oc1ccccc1C(C)C)C(=O)O (configuration not stated)	102.0	0.2
Cc1nc(S/C(=C/c2ccc(-c3ccc(Cl)cc3)o2)C(=O)O)n[nH]1	102.0	-0.3
Cc1cccc(C(=O)C2CCN(S(=O)(=O)c3ccc(C(=O)O)cc3)CC2)c1	103.0	0.5
Cc1ccc2c(CC(=O)O)coc2c1	101.0	-0.3

Screens (PubChem BioAssay)

An excerpt (hit frequency here may not be typical).
